PKM2 act: activators of human pyruvate kinase M2; purified PKM2, Kinase-Glo ATP luminescence, activation; response scale: 0% is enzyme alone, no compound; Potency, µM (titrated, usually from 57.5 µM), for the others: at the top dose activation, usual class: activators; 0.34% of 260,000 active; note: potency is the fitted concentration of half-maximal effect; % is set by controls: 0 for no effect and ±100 for the full control effect; nearly all actives have a fitted effect of over 55% in size
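ATP formation by purified human PK-M2, quantified via coupled luciferase luminescence after 1 h at room temperature with 0.1 mM ADP and 0.5 mM PEP final.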
BCR signal inh: chronic active BCR signaling inhibition; 0.05% of 340,000 active; AID 493014; Potency, µM (series often up to 46.1 µM), for the others: top-dose ratio change, negative = lower green/red ratio, usual class: inhibitors; ABC-DLBCL IkBa-CBG/CBR reporter, luminescence ratio, 4 h; active = well fitted inhibition curve with a large enough effect in the signal ratio, with a control signal flat, not every such curve was filed as active; inconclusive = small, poorly fitted or top-dose-only effect, or effect the other way, or a change in a side signal; the % refers to the signal ratio;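 note: potency is the fitted concentration of half-maximal effect; plate controls were basal doxycycline-induced cells for no effect and cells given 10 µM MG132 for full effect; MG132 reads +100%, hits lower the ratio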
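Cell line TMD8 (human ABC DLBCL), stably expressing tet-inducible CBG68-IkBa fusion and CBR; IMDM/0.5% FBS; cpd up to 46 uM; dox induction, 4 h, 37C/5% CO2; dual luminescence; green/red ratio; MG132 control.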
KCNH2 WT inh: inhibitors of human wildtype KCNH2 potassium channel; Q12809; U2OS, BacMam KCNH2, thallium flux FluxOr; hits give low values; activity change, % at 1.84 µM; 0.37% of 340,000 active;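 active = maximum activity change below -70%; inconclusive = maximum activity change between -70% and -50%; inactive = maximum activity change above -50%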; note: % is set by controls: 0 for no effect and ±100 for the full control effect
Target sequence (Q12809 whole entry, looked up): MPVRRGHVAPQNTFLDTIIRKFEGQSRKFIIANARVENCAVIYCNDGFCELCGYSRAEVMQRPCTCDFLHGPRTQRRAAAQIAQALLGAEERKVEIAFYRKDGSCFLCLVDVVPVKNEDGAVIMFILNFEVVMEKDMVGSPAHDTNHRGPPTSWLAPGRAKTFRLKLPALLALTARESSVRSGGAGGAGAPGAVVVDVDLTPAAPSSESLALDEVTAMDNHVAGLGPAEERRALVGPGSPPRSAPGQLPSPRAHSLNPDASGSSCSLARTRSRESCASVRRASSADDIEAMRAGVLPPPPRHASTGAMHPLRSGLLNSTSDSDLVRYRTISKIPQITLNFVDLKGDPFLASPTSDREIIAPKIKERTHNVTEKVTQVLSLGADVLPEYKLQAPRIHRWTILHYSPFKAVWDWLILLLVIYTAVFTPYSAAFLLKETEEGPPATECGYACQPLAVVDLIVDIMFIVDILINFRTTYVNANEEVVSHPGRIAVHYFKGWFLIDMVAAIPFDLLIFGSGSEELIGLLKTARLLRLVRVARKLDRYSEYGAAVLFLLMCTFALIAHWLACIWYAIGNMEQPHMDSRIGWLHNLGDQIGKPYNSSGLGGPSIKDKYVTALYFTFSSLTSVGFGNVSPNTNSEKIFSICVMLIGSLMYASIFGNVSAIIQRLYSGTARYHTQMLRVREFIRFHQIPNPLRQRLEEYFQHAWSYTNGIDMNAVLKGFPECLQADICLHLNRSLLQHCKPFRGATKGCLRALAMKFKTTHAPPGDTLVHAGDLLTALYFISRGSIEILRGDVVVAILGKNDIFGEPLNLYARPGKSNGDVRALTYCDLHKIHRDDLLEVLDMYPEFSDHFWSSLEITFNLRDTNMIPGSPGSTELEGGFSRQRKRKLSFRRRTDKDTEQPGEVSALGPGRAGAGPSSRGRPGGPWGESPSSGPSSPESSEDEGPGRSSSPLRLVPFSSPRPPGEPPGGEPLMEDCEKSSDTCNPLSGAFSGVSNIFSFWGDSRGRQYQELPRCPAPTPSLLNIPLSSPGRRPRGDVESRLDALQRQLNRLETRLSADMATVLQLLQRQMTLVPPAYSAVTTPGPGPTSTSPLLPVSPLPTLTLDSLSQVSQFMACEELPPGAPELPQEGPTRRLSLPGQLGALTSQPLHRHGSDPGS
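U2OS cells were transduced with wild-type KCNH2 virus (2.03 x 10^8 / mL) for 4 h at room temperature, then cultured overnight at 37 C. Thallium flux was read with FluxOr dye. Rate constants were normalized to DMSO controls.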
Menin MLL FP TR: menin-MLL binding inhibition, Texas Red mutant peptide; O00255; Potency, µM (series often up to 61.6 µM), for inactives: at the top dose FP activity change, negative = inhibition, hits mostly inhibitors; Menin + Texas Red MLL mutant peptide, fluorescence polarization; 0.23% of 270,000 active; active = well fitted inhibition curve with a large enough effect in the polarisation, with a control signal flat, not every such curve was filed as active; inconclusive = small, poorly fitted or top-dose-only effect, or effect the other way, or a change in a side signal; inactive = no such curve, though single readings can be large or run the other way; the % refers to the polarisation; note: potency is the fitted concentration of half-maximal effect; % of control where 0% means no effect; many of its hits are not listed in these tables
TSHR antagonist: antagonists of human thyroid stimulating hormone receptor | TSHR-expressing cells, TSH-stimulated cAMP HTRF, 2 h; hits give low values | activity change, negative = inhibition, % at 11.5 µM | 0.2% of 330,000 active | AID 504810;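 active = activity change below a set negative limit, meaning inhibition stronger than a set level, cut at about -70% in these data; inconclusive = activity change between two set negative limits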; note: % is set by controls: 0 for no effect and ±100 for the full control effect
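TSHR-expressing cells were treated with compounds, then stimulated with TSH at EC80 (4nM final) for 2 hours at 37 deg C. Cellular cAMP was measured by HTRF competition between lysate cAMP and cAMP-d2 for a cryptate-labelled anti-cAMP antibody.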
GALK inh: inhibitors of human galactokinase; P51570; Purified GALK, Kinase-Glo residual ATP luminescence; Potency, µM (series often up to 57.5 µM), without a hit: at the top dose activity change, negative = inhibition, usual class: inhibitors; 0.007% of 270,000 active; AID 1868; note: potency is the fitted concentration of half-maximal effect; % is set by controls: 0 for no effect and ±100 for the full control effect
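5 nM enzyme, 35 uM ATP, 100 uM galactose, 20 mM HEPES pH8.0, 5 mM MgCl2; 1 h RT; residual ATP by Kinase-Glo Plus luminescence, qHTS format.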
Eya2 phos inh: blocks the phosphatase activity of human Eya2. recombinant Eya2, OMFP fluorescence dephosphorylation (OMFP is methylfluorescein phosphate). O00167. Potency, µM (titrated, usually from 76.9 µM), inactives show at the top dose activity, negative = inhibition, most hits filed as inhibitors. 0.006% of 330,000 active. AID 488837; note: potency is the fitted concentration of half-maximal effect; % is set by controls: 0 for no effect and ±100 for the full control effect
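Eya2 protein (added as 0.2 uM solution) was preincubated with compound for 10 min at ambient temperature in 50 mM HEPES pH 7.5, 50 mM NaCl, 5 uM MgCl2, 0.05% BSA, 1 mM DTT. OMFP (added at 50 uM) then reacted 10 min; fluorescence read at 485/525 nm.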
S-ASM inh: inhibitors of human secretory acid sphingomyelinase | placental ASM, HMU-PC fluorogenic substrate, 60 min | Potency, µM (doses to about 57.5 µM), without a hit: at the highest dose activity change, negative = inhibition, actives largely listed as inhibitors | 0.006% of 340,000 active | AID 504937; note: potency is the fitted concentration of half-maximal effect
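Human placenta-derived ASM preincubated with compound 10 min at room temperature, then reacted with 9 uM (final) fluorogenic HMU-PC substrate for 60 min at 37 C. Stop solution raises pH to 10; fluorescence read at Ex 386/Em 447 nm.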
MBNL1 CUG block: inhibitors of human MBNL1 binding to CUG repeat RNA. Q9NR56. TR-FRET MBNL1-His/biotin-(CUG)12 binding, 665/545 ratio. Potency, µM (highest dose often 57.5 µM), inactives show at the top dose activity change, negative = inhibition, hits mostly inhibitors. 0.036% of 280,000 active. AID 2675; active = well fitted inhibition curve with a large enough effect in the signal ratio, with a control signal flat, not every such curve was filed as active; inconclusive = small, poorly fitted or top-dose-only effect, or effect the other way, or a change in a side signal; inactive = no such curve, though single readings can be large or run the other way; the % refers to the signal ratio; note: potency is the fitted concentration of half-maximal effect; % is set by controls: 0 for no effect and ±100 for the full control effect
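His-tagged MBNL1 binding to biotinylated (CUG)12 RNA was measured by TR-FRET using terbium anti-His antibody (0.055 ng/ul final) and streptavidin-XL665 (5 nM final). Compounds were titrated 92 nM to 58 uM; 60 min at room temperature.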
Mito fusion act: blocks mitochondrial division or promotes mitochondrial fusion | AID 485298 | Potency, µM (doses to about 46.1 µM), inactives show at the highest dose growth rescue (activation), most hits filed as activators | S. cerevisiae fusion-defective mutant growth rescue, CellTiterGlo 48 h | 0.23% of 320,000 active;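 note: potency is the fitted concentration of half-maximal effect; % of control where 0% means no effect; nearly all actives have a fitted effect of over 45% in size; temperature-sensitive fusion mutants such as fzo1-1 at 37 °C on non-fermentable ethanol glycerol medium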
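Growth-rescue viability read-out: after 48 h at the non-permissive 37C in glycerol/ethanol YPEG, yeast mitochondrial fusion mutants are measured by CellTiterGlo luminescence; compounds (23 nl pinned per well) restoring growth score as division inhibitors or fusion activators.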
USP2a block: USP2a (human) protease inhibition | O75604 | USP2 core, Ub-CHOP2 coupled fluorogenic reporter, 485/531 | Potency, µM (titrated, usually from 38.3 µM), for the others: at the top dose activity change, negative = inhibition, usual class: inhibitors | 0.01% of 330,000 active;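 note: potency is the fitted concentration of half-maximal effect; plate controls were DMSO wells for no effect and full inhibition by NEM control for full effect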
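USP2 core (10nM final) preincubated 30min RT with compound in 20mM Tris-HCl pH 8.0, 2mM CaCl2, 2mM beta-mercaptoethanol, 0.05% CHAPS; 25nM Ub-CHOP2 plus 25nM reporter substrate added, fluorescence (Ex485/Em531) read after 60min.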
* hit, by the source's call; i = inactive; ? = inconclusive; nt = not tested or not shown; [ ] = dose if it differs, or a comment. Unless noted, calls come from the whole dose curve; as a rule, active = well fitted curve in the direction sought with a large enough effect; inconclusive = small, poorly fitted or top-dose-only effect, or another doubt; inactive = no such curve, though single readings can be large; an effect the other way counts as inactive or inconclusive.

SMILES | PKM2 act | BCR signal inh | KCNH2 WT inh | Menin MLL FP TR | TSHR antagonist | GALK inh | Eya2 phos inh | S-ASM inh | MBNL1 CUG block | Mito fusion act | USP2a block
CCOc1ccc(Nc2cc(C)nc3c(C)cccc23)cc1 | 1% | -1% | 0 | -21% | -5 | -3% | 0% | -1% | 11% | 1% | 1%
Cc1cccc2nc(CSc3ncccc3C(=O)O)cn12 | -1% | 0% | 9 | 1% | 4 | 8% | 18% | 8% | -5% | 0% | 0%
Cc1occc1C(=O)/C(C#N)=C/c1ccc(O)c(Br)c1 | nt | ? | -19 | 26% | -3 | -4% | 8% | 5% | 10% | -4% | 3%
C[C@]12C=CC(=O)C=C1CC[C@@H]1[C@@H]2[C@@H](O)C[C@@]2(C)[C@H]1CC[C@]2(O)C(=O)COC(=O)CCC(=O)O | -3% | ? | -14 | 4% | 2 | nt | -1% | 4% | 12% | -2% | 0%
O=C(NC1CCCCC1)C1COc2ccccc2O1 (stereo not drawn) | nt | 7% | 10 | nt | 3 | nt | -1% | 2% | nt | 6% | 3%
CCOCC(=O)Nc1cc(C(=O)OC)ccc1C(=O)OC | -12% | 12% | 1 | -19% | 6 | -2% | -39% | 58%[activator] | 0% | 28% | 1%
O=C(O)CCc1nc(-c2cccs2)no1 | -3% | ? | -16 | 0% | 1 | -2% | 9% | 7% | -1% | 0% | 1%
O=c1c2ccccc2nc(COc2ccccc2)n1/N=C/c1ccco1 | 8% | ? | -6 | 0% | 7 | 3% | 4% | -3% | -9% | 6% | -2%
O=C(Nc1ccc(F)cc1F)C1CCN(S(=O)(=O)c2cccnc2)CC1 | nt | 0% | -3 | 8% | 2 | 0% | -2% | 5% | -3% | 1% | 6%
O=C(O)CN1C2=NCCCN2c2ccccc21 | 2% | ? | 3 | 16% | 14 | 1% | 0% | 10% | -5% | 1% | 9%
O=C(COC(=O)[C@@H]1CC(O)CN1S(=O)(=O)c1ccc([N+](=O)[O-])cc1)NC12CC3CC(CC(C3)C1)C2 (stereo partly drawn) | -1% | ? | 0 | -1% | -9 | 0% | -3% | -2% | ? | -6% | 1%
Cc1nc2ccccc2nc1OCC(=O)Nc1ccc(F)cc1 | -4% | -18% | 8 | 19% | 1 | 5% | -11% | 3% | 16% | -2% | 3%
COc1ccc(NC(=O)Nc2cc3oc4ccccc4c3cc2OC)cc1 | -2% | 1% | 9 | ? | -3 | 2% | ? | 3% | 32% | -1% | 1%
COC(=O)c1c(NC(=O)C(=O)N2CCCCC2)sc2c1CC(C)(C)OC2 | 2%[0.46 µM] | ? | -1 | -19% | -32 | 1% | -13% | 0% | 11% | 5% | 2%
CCCc1c(C(=O)Nc2cc(C)on2)cnn1-c1ccccc1 | -1% | 12% | 6 | nt | -1 | 1% | 5% | 0% | nt | 4% | -1%
Cc1nn(CCO)c(N)c1C1(O)C(=O)Nc2c(Cl)cc(Cl)cc21 (stereo not drawn) | nt | ? | i | 0% | -12 | 1% | 4% | -1% | 1% | 2% | 2%
O=C(c1ccc2c(=O)n(Cc3ccccc3)c(=S)[nH]c2c1)N1CCCC1 | 5% | 11% | -8 | 2% | -7 | -3% | 13% | 4% | 10% | -18% | 2%
CC(=O)N1CCC2(CC1)C(C#N)=C(N)OC1=C2C(=O)CC(C)(C)C1 | -2% | 9% | 3 | 4% | 11 | -1% | 7% | 1% | -3% | 0% | -1%
O=C(Oc1ccc2ccc(=O)oc2c1)c1cccs1 | -5% | -1% | -6 | 0% | 20 | 0% | 1% | i | 19% | -17% | 1%
COC(=O)C1CCN(C(=O)/C=C/c2ccc3c(c2)OCO3)CC1 | 2% | nt | 9 | -3% | -8 | 4% | 14% | 4% | 5% | -13% | 4%
Cc1ccc(/C=N/Nc2ccc3c(C(F)(F)F)cc(C(F)(F)F)nc3n2)cc1 | 4% | 3% | -7 | 29% | -6 | -2% | 2% | 1% | 2% | -1% | 1%
Cc1ccc2c(c1)cc1c(=O)n(CC(=O)N(C)c3ccccc3)nc(C)n12 | nt | 8% | 2 | nt | 1 | 7% | 10% | 3% | 3% | -3% | 2%
CCCNC(=O)c1c(C)cc(=O)oc1C | -4% | 0% | -9 | 7% | 6 | 0% | -11% | 6% | 4% | 1% | 0%
CC(=O)c1ccc(NS(=O)(=O)c2ccc3c(c2)N(C)CCO3)cc1 | 6%[0.46 µM] | -8% | 1 | 22% | -3 | 5% | 6% | -3% | -11% | ? | 0%
CC1=C(C)/C(=N/OC(=O)c2cccc([N+](=O)[O-])c2)C=CC1=O | -2% | ? | -5 | 10% | 20 | -1% | -18% | -3% | ? | -3% | 1%
CC(C)CCC(CC(C)O)c1n[nH]c(=S)n1-c1ccccc1 (stereo not drawn) | -31% | -1% | -17 | -3% | 9 | 2% | 3% | 3% | nt | -2% | 1%
CCS(=O)(=O)N1Cc2ccccc2CC1C(=O)NCc1cccc(OC)c1 (stereo not drawn) | 3% | 11% | 2 | nt | -5 | 6% | 10% | 2% | -7% | 1% | 2%
CCC1CCCCN1C(=O)CSc1nnc(CNC(=O)COc2ccc(Cl)cc2)o1 (stereo not drawn) | 24% | ? | 2 | 0% | 6 | -1% | 1% | -1% | -3% | 0% | -2%
O=C(COC(=O)c1nc(Cl)ccc1Cl)NCCc1ccccc1 | nt | 14% | -8 | nt | 45 | nt | 3% | 8% | nt | 1% | 0%
COc1cc(C2c3c(-c4ccccc4)n[nH]c3C(=O)N2c2ccccc2)ccc1O (stereo not drawn) | 1% | ? | 0 | 11% | -35 | -3% | -3% | ? | 5% | -1% | 3%
O=[N+]([O-])c1cc(Cl)ccc1NCCc1ccccn1 | ? | -2% | 10 | 8% | 2 | 13% | -2% | -3%[11.5 µM] | ? | -12% | 0%
O=C(COC(=O)CNC(=O)c1ccc(Cl)cc1)Nc1ccc(Cl)cn1 | nt | 2% | 23 | nt | -13 | nt | -18% | -1% | nt | nt | 4%
C=C(C)c1cccc(C(C)(C)NC(=O)N(C)C2CCN(C)CC2)c1 | 1% | ? | 6 | -11% | -4 | 10% | -6% | 1% | 3% | 3% | -6%
O=c1c(-c2ccccc2)c(O)nc2ccccn12 | 2% | 3% | 15 | 1% | 1 | 0% | 22% | 10% | ? | -5% | -1%
O=C1CC(c2cccs2)CC(O)=C1C=NCCN1CCNCC1 (stereo not drawn) | -3% | -10% | 1 | -1% | 5 | 0% | -31% | -18% | -5% | 0% | 1%
CNCC(O)CN1CCN(c2ccccc2OC)CC1 (stereo not drawn) | 5% | 1% | 5 | -7% | -6 | 1% | ? | 0% | nt | -2% | 2%
Cn1ncc2nc[nH]c(=O)c21 | 0% | 8% | -5 | 28% | -4 | 0% | 4% | 8% | -2% | 1% | 1%
O=[N+]([O-])c1ccc(N2CCOCC2)cc1NCCCO | 4% | -13% | 0 | 4% | 17 | 1% | 0% | -8% | ? | -1% | -2%
CCNC(=O)N1c2ccc(OCC)cc2C(C)=CC1(C)C | 7% | ? | 4 | -6% | -3 | 0% | -25% | 101%[activator] | 18% | -12% | -4%
Cn1nc(C(F)(F)F)c(C(=O)Nc2ccc(F)cc2F)c1Sc1cccc(C(F)(F)F)c1 | 0% | ? | 6 | nt | 5 | -4% | -17% | -7% | -4% | 3% | -2%
O=C(Nc1ccc(OC(F)(F)F)cc1)C1=NCCN1 | -4% | 1% | 0 | ? | 0 | nt | 0% | 2% | -23% | 1% | 1%
COc1cccc(CNc2nc3ccccc3n2CCN2CCCCC2)c1 | -11% | -7% | 56 | 2% | 14 | 5% | -3% | 4% | -27% | 4% | -3%
CC(C)(C)NC(=O)c1cnn2c1NC(c1ccc(F)cc1)CC2C(F)(F)F (stereo not drawn) | -1% | -1% | -2 | 1% | -5 | 1% | -2% | -1% | 6% | -3% | 4%
COc1ccc(C)cc1NC(=O)C1CCN(C(=O)c2ccco2)CC1 | nt | -2% | -5 | -18% | -10 | 6% | -11% | 4% | -3% | 3% | 4%

High-throughput results as filed in PubChem.

Not all compounds are listed; rates above refer to the full screens.
